IL2 activator: IL-2 activation; IL-2 activation reporter assay, cell-based qHTS; stimulated with anti-CD3/CD4/CD28 beads; in transgenic mouse T cells; activation, % (series mostly up to about 46 µM); 360,000 tested, 0.065% active; in the data active means activation above about 50%; inconclusive means mostly about 30% to 49%; further: 0% is about no effect
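First, unstimulated transgenic mouse T cells were exposed to compound for 60 min. Next, anti-CD3/anti-CD4-coated beads with anti-CD28 were added. Finally, after 18 h at 37 degrees C, EGFP and DsRed were imaged.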
EPAC1 antagonist: antagonists of human EPAC1; EPAC1 GEF assay, Rap1b-BODIPY-GDP exchange fluorescence; 360,000 tested, 0.14% active; Potency, µM (doses to about 115 µM), for the others: top-dose activity change, negative = inhibition, most hits filed as inhibitors; O95398;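 further: potency means the concentration at half of the fitted maximal effect; plate controls were vehicle for no effect and positive control for full effect; nearly all actives have a fitted effect of over 50% in size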
Target sequence (O95398 whole entry, looked up): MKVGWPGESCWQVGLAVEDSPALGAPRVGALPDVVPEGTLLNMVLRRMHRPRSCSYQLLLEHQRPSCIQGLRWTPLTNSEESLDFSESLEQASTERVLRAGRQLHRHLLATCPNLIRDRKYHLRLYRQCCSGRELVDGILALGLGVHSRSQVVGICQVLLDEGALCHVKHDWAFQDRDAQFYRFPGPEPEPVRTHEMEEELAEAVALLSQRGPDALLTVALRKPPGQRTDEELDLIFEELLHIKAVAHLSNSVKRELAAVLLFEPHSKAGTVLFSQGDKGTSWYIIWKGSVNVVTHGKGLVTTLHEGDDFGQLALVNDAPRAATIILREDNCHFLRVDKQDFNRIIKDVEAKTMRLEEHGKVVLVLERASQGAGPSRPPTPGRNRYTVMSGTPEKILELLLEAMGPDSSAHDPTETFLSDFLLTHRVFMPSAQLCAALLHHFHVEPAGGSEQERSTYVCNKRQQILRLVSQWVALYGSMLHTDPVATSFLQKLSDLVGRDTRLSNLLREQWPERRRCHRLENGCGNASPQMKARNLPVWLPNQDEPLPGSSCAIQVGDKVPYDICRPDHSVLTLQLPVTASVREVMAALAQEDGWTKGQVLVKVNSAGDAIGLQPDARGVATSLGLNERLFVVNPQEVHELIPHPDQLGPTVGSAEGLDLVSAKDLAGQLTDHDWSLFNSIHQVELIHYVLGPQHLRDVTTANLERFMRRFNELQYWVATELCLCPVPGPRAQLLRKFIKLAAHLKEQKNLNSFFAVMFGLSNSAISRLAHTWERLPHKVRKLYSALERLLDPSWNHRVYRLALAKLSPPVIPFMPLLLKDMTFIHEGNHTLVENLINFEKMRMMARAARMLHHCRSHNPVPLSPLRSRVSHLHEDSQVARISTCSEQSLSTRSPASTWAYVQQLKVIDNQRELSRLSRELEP
EPAC2 ag: agonists of human EPAC2 (RAPGEF4); EPAC2 activation, biochemical qHTS; response scale: 100% = 6.5 mM cAMP response; AID 720711; Potency, µM (highest dose often 154 µM), for inactives: top-dose activation, most hits filed as activators; 360,000 tested, 0.079% active; further: potency means the concentration at half of the fitted maximal effect; nearly all actives have a fitted effect of over 50% in size
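Guanine nucleotide exchange by EPAC2 is measured as reduced fluorescence of BODIPY-GDP once it is released from 250 nM Rap1B. Plates are read kinetically for 30 min at room temperature; results are scaled to 6.5 mM cAMP.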
PI5P4Ka inh: blocks human PI5P4K alpha kinase activity; PI5P4Kalpha enzyme, ADP-Glo luminescence, 60 min; active compounds read low; max response, %; 330,000 tested, 1.2% active; active means max response of -50% or lower; inconclusive means between -30% and -50%; inactive means -30% or higher; further: value at the top dose of about 77 µM; on the % scale 0 is the no-effect control and ±100 the full control effect
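Single end-point luminescence (ADP-Glo) quantified ADP from PI5P4Kalpha turnover; ATP 5 microM final, 1 h at RT, 0.1% CHAPS and 0.28 mM EGTA in HEPES pH 7.4.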
CCT chaperon mod: cytosolic chaperonin activity modulation | purified chaperonin ATPase assay, HTRF ADP detection, 30 min | AID 651819 | 360,000 tested, 0.3% active | activity change, % (concentration not given with the values), hits read low; in the data active means activity change below about -30%; further: on the % scale 0 is the no-effect control and ±100 the full control effect
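ATPase activity: ADP formed was measured by HTRF Transcreener (665/615 nm ratio) after 30 min at 37 deg C with 10 uM ATP. Compounds screened at one 76 uM concentration against 40 or 20 nM TRiC in Tris pH 7.4/KCl/MgCl2/DTT buffer.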
PLK1 PBD block: inhibitors of human PLK1 polo-box domain binding. P53350. Plk1 PBD binding of FITC phosphopeptide, fluorescence polarization. Potency, µM, for inactives: max response, negative = inhibition, usual class: inhibitors. 360,000 tested, 2.8% active. AID 720504; further: potency means the concentration at half of the fitted maximal effect; series mostly up to about 57 µM; on the % scale 0 is the no-effect control and ±100 the full control effect; nearly all actives have a fitted effect of over 65% in size
WRN inhibitor: inhibitors of human WRN helicase; 360,000 tested, 0.46% active; Potency, µM (titrated, usually from 114 µM), without a hit: at the top dose activity change, negative = inhibition, usual class: inhibitors; Q14191; WRN helicase unwinding, fluorescent forked duplex, kinetic; AID 651768; further: potency means the concentration at half of the fitted maximal effect; on the % scale 0 is the no-effect control and ±100 the full control effect; nearly all actives have a fitted effect of over 55% in size
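Kinetic fluorescence helicase assay: unwinding of a quenched forked DNA duplex (100 nM final) with 2 mM ATP final raises red fluorescence (525/598 nm). Compounds sat 15 min at room temperature with 20 nM WRN beforehand.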
EPAC1 agonist: activates human EPAC1 exchange factor; EPAC1 agonist qHTS, biochemical assay; response scale: 100% = response to 6.5 mM cAMP; Potency, µM (series often up to 154 µM), inactives show at the top dose activation, hits mostly activators; 360,000 tested, 0.073% active; AID 720707; further: potency means the concentration at half of the fitted maximal effect; nearly all actives have a fitted effect of over 60% in size
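Multi-concentration qHTS readout: loss of Rap1B-bound BODIPY-GDP fluorescence driven by 100 nM EPAC1 with excess GDP (50 uM), monitored kinetically at room temperature; agonist response expressed relative to 6.5 mM cAMP.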
Numbers without * were called inactive; ? = inconclusive; nt = not tested or not shown; [ ] = remark or other dose. Unless noted, the call rests on the fitted dose curve; in most records, active means well fitted curve in the direction sought with a large enough effect; inconclusive means small, poorly fitted or top-dose-only effect, or another doubt; inactive means no such curve, though single readings can be large; an effect the other way counts as inactive or inconclusive. An excerpt. The share of hits here may be higher or lower than overall.

SMILES	IL2 activator	EPAC1 antagonist	EPAC2 ag	PI5P4Ka inh	CCT chaperon mod	PLK1 PBD block	WRN inhibitor	EPAC1 agonist
O=C(NCc1ccco1)C(=S)N1CCCCC1	-0.3	-8%	1%	-9	-2.3	-1%	-4%	3%
Cc1ccccc1C1CC(c2ccc(F)cc2)Nc2nc(N)nn21 (stereo not drawn)	-2.0	-5%	10%	2	-2.1	-16%	-16%	-1%
Cc1cc(=O)oc2cc(OCC(=O)NCCCN3CCCC3=O)c(Cl)cc12	-2.9	6%	5%	0	-3.2	-14%	-7%	8%
Cc1ccc(-n2nc3c(c2NC(=O)C(C)C)CS(=O)(=O)C3)cc1	1.0	-7%	4%	3	-3.9	-4%	-3%	2%
Cc1cc(C)cc(NC(=O)c2ccc(CNc3c(N4CCOCC4)c(=O)c3=O)cc2)c1	-0.4	-15%	1%	-11	-0.3	-4%	-10%	-12%
CC(CC(=O)Nc1ccccc1)NCCCN1CCCC1=O (stereo not drawn)	0.0	10%	0%	1	0.9	3%	-2%[57.1 µM]	12%
Cc1ccc(-n2ncc3c2CC(C)(C)CC3NC(=O)Cc2c(C)noc2C)cc1 (stereo not drawn)	-1.0	-8%	-7%	-5	1.5	-4%	2%	-8%
CCc1c(C)n([O-])c2c([n+]1=O)CCCCC2	1.2	9%	1%	-3	-6.6	0%	-13%	5%
CC(=O)Nc1cccc(-c2nc3ccc(NC(C)=O)cc3[nH]2)c1	0.0	0%	6%	-2	-3.0	-3%	-9%	12%
O=C1N=C(N2CCOCC2)S/C1=C/c1cc2c(cc1[N+](=O)[O-])OCO2	-2.3	-14%	9%	7	2.5	-3%	-7%[57.1 µM]	0%
CCCCc1ccc(NC(=O)CSc2nc(=O)n3cc(C)ccc3n2)cc1	-5.5	?	-11%	0	-11	-8%	-15%	-5%
O=S(=O)(c1cccc(-c2nnc(SC(F)F)n2-c2ccccc2)c1)N1CCCCC1	-0.8	6%	4%	-1	-1.6	-7%	-1%	-2%

6 records drawn at random from those above, as already listed:
SMILES	IL2 activator	EPAC1 antagonist	EPAC2 ag	PI5P4Ka inh	CCT chaperon mod	PLK1 PBD block	WRN inhibitor	EPAC1 agonist
Cc1cc(C)cc(NC(=O)c2ccc(CNc3c(N4CCOCC4)c(=O)c3=O)cc2)c1	-0.4	-15%	1%	-11	-0.3	-4%	-10%	-12%
CCCCc1ccc(NC(=O)CSc2nc(=O)n3cc(C)ccc3n2)cc1	-5.5	?	-11%	0	-11	-8%	-15%	-5%
O=C1N=C(N2CCOCC2)S/C1=C/c1cc2c(cc1[N+](=O)[O-])OCO2	-2.3	-14%	9%	7	2.5	-3%	-7%[57.1 µM]	0%
O=C(NCc1ccco1)C(=S)N1CCCCC1	-0.3	-8%	1%	-9	-2.3	-1%	-4%	3%
Cc1cc(=O)oc2cc(OCC(=O)NCCCN3CCCC3=O)c(Cl)cc12	-2.9	6%	5%	0	-3.2	-14%	-7%	8%
Cc1ccc(-n2nc3c(c2NC(=O)C(C)C)CS(=O)(=O)C3)cc1	1.0	-7%	4%	3	-3.9	-4%	-3%	2%

(list continues)
SMILES	IL2 activator	EPAC1 antagonist	EPAC2 ag	PI5P4Ka inh	CCT chaperon mod	PLK1 PBD block	WRN inhibitor	EPAC1 agonist
CC(=O)C(Cc1ccccc1)NC(=O)COC(=O)c1cc(S(=O)(=O)N2CCOCC2)ccc1F (stereo not drawn)	0.7	0%	3%	0	-0.3	-2%	-1%	11%
c1ccc(-n2nnnc2Oc2ccc(-n3ccnc3)cc2)cc1	0.6	-24%	-3%	3	-1.1	-8%	11%	0%
Cn1ccc(C(=O)Nc2ccc3c(c2)OCCO3)n1	1.0	-12%	3%	-19	-1.9	2%	5%	-9%
COc1cccc(-c2nnc(-c3ccc(C)o3)o2)c1	-1.1	-1%	5%	nt	-2.5	-3%	1%	5%
COc1cc(S(=O)(=O)NCc2ccncc2)c(OC)cc1Br	2.1	0%	-1%	0	0.9	4%	-1%	0%
CC(C)C(c1nnnn1C1CCCC1)N1CCOCC1 (stereo not drawn)	-1.4	-11%	-5%	3	-2.4	-6%	6%	-3%
Cc1cc(NC(=O)CCC(=O)N(Cc2ccccc2)C(C(=O)NC2CCCC2)c2ccco2)no1 (stereo not drawn)	0.1	-6%	1%	-4	0.9	7%	-7%	8%
O=C(Nc1ccccc1Cl)c1cc(C2CCCN(C(=O)c3cccc(O)c3)C2)on1 (stereo not drawn)	1.7	-10%	7%	2	0.4	2%	-2%	-2%
O=C(c1ccc(F)cc1F)N(Cc1ccccn1)Cc1ccco1	-2.2	0%	5%	nt	-1.6	-5%	21%	2%
Fc1ccc(CNCc2ccco2)cc1	0.6	8%	7%	4	-1.7	-24%	-4%[57.1 µM]	6%
Brc1ccc(-c2c[n+]3c(n2-c2ccccc2)SCC3)cc1	-3.3	3%	7%	-6	-0.5	-7%	5%	1%
COC(=O)c1ccccc1N1C(=O)C2C(C1=O)[C@H]1C=C[C@@H]2C1 (stereo partly drawn)	0.0	2%	15%	4	0.7	2%	3%	0%
Cc1cccc(N2CCN(C(=O)C3CCN(S(=O)(=O)c4c(C)noc4C)CC3)CC2C)c1 (stereo not drawn)	-0.8	6%	-2%	1	0.4	-5%	3%[57.1 µM]	-6%
CC(C)(C)c1ccc(CC(=O)N2CCC2(C)C(=O)NS(=O)(=O)c2ccc(Cl)cc2)cc1 (stereo not drawn)	-0.3	4%	0%	-3	-1.9	-18%	-10%	-2%
O=C(CSc1nnc(SCc2cccc3ccccc23)s1)N/N=C/C=C/c1ccccc1[N+](=O)[O-]	1.6	-6%	10%	1	-2.8	-21%	-8%	11%
O=C(Nc1ccc(F)cc1)c1ccc2nc[nH]c2c1	13	-5%	8%	0	2.6	-8%	-4%	-1%
C=CCn1c(=O)n(C(=O)OCC)c2cc(Br)ccc21	-3.0	-16%	2%	0	1.4	-7%	-4%	2%
CSC1=NCCCN1C(=O)c1c(-c2ccccc2Cl)noc1C	0.8	3%	9%	-2	2.8	-3%	-15%	3%
O=C(Nc1ccc2[nH]c(=O)[nH]c2c1)C(F)(F)F	-0.9	-11%	2%	-4	-2.0	-8%	-4%[57.1 µM]	9%
CC(C)[C@H](NC(=O)NC1CCCC1)C(=O)O	0.5	9%	5%	-2	-2.3	-2%	8%	2%
NC(=O)C1CC12c1ccccc1-c1ccccc12 (stereo not drawn)	0.8	0%	4%	-4	0.5	-2%	-7%	1%
Cc1c(NC(=O)C(C)OC(=O)CC2CC3CCC2C3)c(=O)n(-c2ccccc2)n1C (stereo not drawn)	0.3	5%	-5%	2	-2.8	-9%	3%	6%
CCCC[C@@H]1CNC(=O)C(=O)N1CCc1cc(C(F)(F)F)cc(C(F)(F)F)c1	-0.2	-15%	-12%	-5	-8.9	3%	7%	-24%
OCC1(Cc2ccccc2C(F)(F)F)CCN(Cc2ccncc2)CC1	-2.7	-7%	-1%	-1	-0.8	1%	8%	4%

Some of these compounds in order of the EPAC1 agonist value, high to low:
SMILES	IL2 activator	EPAC1 antagonist	EPAC2 ag	PI5P4Ka inh	CCT chaperon mod	PLK1 PBD block	WRN inhibitor	EPAC1 agonist
O=C(Nc1ccc2[nH]c(=O)[nH]c2c1)C(F)(F)F	-0.9	-11%	2%	-4	-2.0	-8%	-4%[57.1 µM]	9%
Cc1c(NC(=O)C(C)OC(=O)CC2CC3CCC2C3)c(=O)n(-c2ccccc2)n1C (stereo not drawn)	0.3	5%	-5%	2	-2.8	-9%	3%	6%
OCC1(Cc2ccccc2C(F)(F)F)CCN(Cc2ccncc2)CC1	-2.7	-7%	-1%	-1	-0.8	1%	8%	4%
CC(C)[C@H](NC(=O)NC1CCCC1)C(=O)O	0.5	9%	5%	-2	-2.3	-2%	8%	2%

Following part
SMILES	IL2 activator	EPAC1 antagonist	EPAC2 ag	PI5P4Ka inh	CCT chaperon mod	PLK1 PBD block	WRN inhibitor	EPAC1 agonist
Cc1ccc(S(=O)(=O)Nc2ccccc2F)cc1C(=O)NCCCN1CCCC1=O	-2.1	-4%	6%	nt	-2.8	-8%	1%	6%
CCOc1ccc(S(=O)(=O)N2CC(=O)Nc3ccccc32)cc1C#N	0.4	6%	-3%	4	1.5	-5%	11%	1%
COc1ccc(CCN=C(C)c2cc(C)c(C)cc2O)cc1OC	-0.1	9%	9%	1	-2.8	-3%	0%	3%
CCCCN1C(=O)NC(c2ccc(OC)cc2)C(C(=O)OCc2ccccc2)=C1C (stereo not drawn)	-0.3	-10%	1%	5	0.8	-5%	-5%	0%
COc1ccc2cc(C(=O)OC(C)C)sc(=O)c2c1OC	0.3	7%	-1%	10	-1.1	-7%	0%	-7%
COc1cc2c(C#N)c(N3CCCCC3)nc(N)c2c(N)n1	-0.3	0%	5%	-28	-1.2	-16%	-15%	0%
Cc1ccc(CNC(=O)C2CCC(=O)N(CCCN3CCOCC3)C2)cc1 (stereo not drawn)	-4.0	20%	9%	6	-1.1	-3%	-25%	-1%
COc1ccc(-c2noc(CN(C)S(=O)(=O)c3ccccc3)n2)cc1OC	3.7	-1%	-7%	-5	0.7	1%	-6%	2%
O=C(NCCCn1ccnc1)c1ccc(Cl)c(Cl)c1	-0.2	-2%	2%	1	-1.0	-10%	-33%	4%
CCOc1ccc(S(=O)(=O)N2CCN(C(=O)C3CC3C)CC2)cc1 (stereo not drawn)	1.4	11%	-2%	0	-0.1	3%	-12%	-7%
CO/N=C/c1ccc(N2CCOCC2)c([N+](=O)[O-])c1	0.8	6%	9%	-3	0.3	-17%	-4%	6%
CSCC(=O)NS(=O)(=O)c1ccc(C)cc1	-1.5	8%	2%	0	-1.1	-8%	1%	4%
CC[C@@]12C(=O)N(c3cccc(Br)c3)C(=O)N1[C@H](c1ccc(Cl)cc1)[C@@H]1C(=O)N(C3CCCCC3)C(=O)[C@@H]12	1.0	-21%	-6%	1	0.6	2%	0%	-19%
CCCC(=O)NC(NC(=S)Nc1ccc(S(N)(=O)=O)cc1)C(Cl)(Cl)Cl (stereo not drawn)	1.6	-16%	-1%	-7	-1.2	-14%	3%	7%
COc1ccc(CCN2C(=O)C3CC(C)=C(C)CC3C2=O)cc1OC (stereo not drawn)	-2.4	0%	0%	-5	0.5	-2%	7%	2%
Cc1ccc(C(c2nc3ccccc3[nH]2)n2c(-c3ccccc3)nc3ccccc32)cc1 (stereo not drawn)	-0.9	-8%	5%	-6	-1.9	-2%	-1%	0%

Assay outcomes as filed in PubChem BioAssay.
